# TDP1 cell noCPT: qHTS for Inhibitors of human tyrosyl-DNA phosphodiesterase 1 (TDP1): qHTS in cells in absence of CPT. Potency, µM (top dose mostly 46.2 µM), for the others: top-dose activity change, negative = growth inhibition, most hits filed as inhibitors. AID 686978, 2013. DT40 Tdp1-/- hTDP1 cells, no CPT, ATP luminescence, 48 h. 15% of 420,000 active; further: nearly all actives have a fitted effect of over 55% in size
#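 Cells were dispensed at 400 per well, compounds added by pin tool, plates incubated ≥48 hr at 37 °C, then CellTiter-Glo added for 30 min at room temperature before luminescence reading. Line: DT40 Tdp1-/- complemented with hTDP1; camptothecin omitted.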
# DT40 TDP1 CPT: growth inhibition of DT40 Tdp1-/-;hTDP1 cells with camptothecin (screen for TDP1 inhibitors). AID 686979. 12% of 420,000 active. chicken DT40 Tdp1-/-;hTDP1 cells + 20 nM CPT, ATP luminescence, 48 h. Potency, µM (doses to about 46.2 µM), without a hit: top-dose activity change, negative = growth inhibition, actives largely listed as inhibitors; further: nearly all actives have a fitted effect of over 55% in size
#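 Chicken DT40 Tdp1-/- cells stably complemented with human TDP1 were seeded at 400 cells/well in medium containing 20 nM camptothecin, exposed to pin-transferred compounds, and grown at 37 °C for at least 48 hr. Viability was read as ATP luminescence.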
# KAT2A inh: blocks human GCN5L2 histone acetyltransferase; Q92830; GCN5L2 HAT assay, ThioGlo1 CoA-SH fluorescence; Potency, µM (titrated, usually from 58.9 µM), without a hit: top-dose activity change, negative = inhibition, hits mostly inhibitors; 0.21% of 390,000 active
# Target sequence (Q92830 whole entry, looked up): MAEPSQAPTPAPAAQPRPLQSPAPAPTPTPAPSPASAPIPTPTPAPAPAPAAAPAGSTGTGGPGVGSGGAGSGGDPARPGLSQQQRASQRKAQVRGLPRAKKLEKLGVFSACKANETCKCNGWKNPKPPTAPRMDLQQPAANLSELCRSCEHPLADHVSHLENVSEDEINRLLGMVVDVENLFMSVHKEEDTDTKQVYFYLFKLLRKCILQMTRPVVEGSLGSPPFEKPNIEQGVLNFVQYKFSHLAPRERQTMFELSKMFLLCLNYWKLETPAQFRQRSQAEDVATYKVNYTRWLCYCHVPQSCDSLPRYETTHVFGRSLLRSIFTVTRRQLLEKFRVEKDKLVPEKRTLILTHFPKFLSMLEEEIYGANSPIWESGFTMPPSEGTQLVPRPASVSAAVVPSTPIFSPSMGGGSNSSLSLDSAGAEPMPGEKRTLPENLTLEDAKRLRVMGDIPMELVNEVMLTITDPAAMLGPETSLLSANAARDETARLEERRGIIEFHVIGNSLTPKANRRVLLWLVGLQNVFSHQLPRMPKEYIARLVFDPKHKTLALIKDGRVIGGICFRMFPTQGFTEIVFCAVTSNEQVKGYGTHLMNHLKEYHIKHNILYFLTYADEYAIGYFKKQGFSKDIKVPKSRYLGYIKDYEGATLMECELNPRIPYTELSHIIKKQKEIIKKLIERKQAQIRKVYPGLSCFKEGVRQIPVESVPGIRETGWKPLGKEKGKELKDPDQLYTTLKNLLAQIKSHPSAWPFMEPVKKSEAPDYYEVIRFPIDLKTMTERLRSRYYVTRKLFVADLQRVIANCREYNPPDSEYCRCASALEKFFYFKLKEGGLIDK
#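 qHTS, 1536-well. 20nM enzyme, pH 7.5 HEPES/EDTA/Tween-20 buffer; 15 min compound preinc., RT. Start: 75uM H3(1-25), 70uM AcCoA, 50uM ThioGlo1. Read Ex340/Em540 at t=0 (autofluorescence flag) and t=20 min.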
# Active calls of the source: *; ? = inconclusive; / = not tested or not shown; & = joins results of further samples; [ ] = remark or other dose. The call rests on the fitted dose curve; in most records, active means well fitted curve in the direction sought with a large enough effect; inconclusive means small, poorly fitted or top-dose-only effect, or another doubt; inactive means no such curve, though single readings can be large; an effect the other way counts as inactive or inconclusive. On the % scale 0 is the no-effect control and ±100 the full control effect; potency means the concentration at half of the fitted maximal effect.
SMILES,DT40 TDP1 CPT,KAT2A inh,TDP1 cell noCPT
O=C(O)C1CC[C@@](C(=O)O)(c2ccccc2)c2ccccc21 (some centres undefined),11%[9.04 µM],/,11%[9.04 µM]
COc1cc(CCC(=O)NCC2CCCO2)cc(OC)c1OC (centres undefined),-1%,2%,7%
CCCCCCn1c(=O)n2n(c1=O)C[C@]1(OC(=O)NCc3ccccc3)CN(S(=O)(=O)c3ccc(C)cc3)C[C@]1(O)C2,?,/,15µM*
CCOC(=O)C1=CCN(S(=O)(=O)c2ccccc2F)C1c1cccc(F)c1 (centres undefined),?,/,?
C#CCOCCOCCOCCNc1nc(N2CCN(C(=O)Cn3cc(CCCCN)nn3)CC2)nc(N2CCN(C(=O)[C@H](CCCCN)n3cc(CCCC)nn3)CC2)n1,3%,-6%,-13%
Cc1c(Cl)c([N+](=O)[O-])nn1CCCC(=O)Nc1c(C)n(C)n(-c2ccccc2)c1=O,-19%,-5%,-12%
Cc1nnc(Sc2cc(NCCCO)c([N+](=O)[O-])c3nonc23)s1,1.5µM*,-25%,2.1µM*
COc1ccc(CN2C(=O)CCC2(C)c2nc3ccccc3[nH]2)cc1 (centres undefined),19%,/,18%
CCC(=O)c1ccc(OCCn2cnc3ccccc32)cc1,-23%,-21%,?
CC(C)(C)c1ccc(-c2c(C#N)c(N)nc3c2CCCC3)s1,?,-3%,-30%
O=C(COC(=O)/C=C/c1ccc(Cl)cc1)Nc1ccc2c(c1)OCCO2,-14%,1%,-19%
CCc1ccc(C2=C(C)C(N3CCC(C(=O)NCCc4ccco4)CC3)=NS2(=O)=O)cc1,?,-1%,18µM*
CCOC(=O)C1CCCN(C(=O)CCn2nnnc2CN2CCOCC2)C1 (centres undefined),3%,-25%,-3%
CCc1nnc(N/N=C/c2ccc(-c3ccc([N+](=O)[O-])cc3)o2)n1N,-11%,3%,-20%
COc1ccccc1NC(=O)C1=C(C)Nc2nc3ccccc3n2C1c1cccc(OC)c1OC (centres undefined),16µM*,-2%,?
CN1CCN(S(=O)(=O)c2ccc(C(F)(F)F)cc2)C(c2ccccc2)C1 (centres undefined),-18%,-2%,?
O=c1oc2cc(Oc3c([N+](=O)[O-])cc(C(F)(F)F)cc3[N+](=O)[O-])ccc2c2c1CCCC2,8.2µM*,-24%,13µM*
Oc1ccc(/C=C/c2ccc3cccc(O)c3n2)cc1Br,?,-9%,?
O=C(NC1CCN(Cc2ccccc2)CC1)c1cncc(Br)c1,?,4%,-4%
COc1ccc(N(C(=O)CSCC(=O)Nc2cc(C)on2)C(C(=O)NC2CCCCC2)c2ccc(O)c(O)c2)cc1 (centres undefined),-24%,-7%,?
COc1ccc(/C=C(/NC(=O)c2ccco2)C(=O)N2CCCCC2)cc1,-6%,-21%,6%
Cc1cc(C)c2c(n1)nn1c(C3CC3)cc(C(F)(F)F)nc21,-1%,/,5%
Cc1c(-c2ccccc2)nc2ccccc2c1C(=O)Oc1ccc([N+](=O)[O-])cc1,8.2µM*,2%,5.8µM*
CC(C)C(=O)Nc1cccc(NC(=O)c2cccc(F)c2)c1,-2%,-11%,-21%
Cc1nc[nH]c(=O)c1Br,-2%,0%,-13%
CCOC(=O)c1ccc2c(c1)N(Cc1cccc(C(F)(F)F)c1)C(=O)c1ccccc1S2(=O)=O,?,15%,16µM*
O=C1Nc2ccccc2N(C(=O)c2c(F)cccc2F)C1c1nc2ccccc2[nH]1 (centres undefined),?,/,-30%
COc1ccc(CCNC(=O)C2CCCN2C(=O)Nc2ccc(F)cc2)cc1OC (centres undefined),5%,-5%,-8%
COc1ccc(NC(=O)C2CCCN(c3ncnc4onc(-c5ccc(F)cc5)c34)C2)cc1 (centres undefined),?,-16%,?
CC(=O)Nc1ccc(S(=O)(=O)NCC2CCC(C(=O)NC3CCCCCC3)CC2)cc1 (centres undefined),-23%,-1%,-9%
Cc1ccc(OCc2cc(C(=O)N3CCCC3)no2)cn1,-30%,-17%,?
COc1cc(/C=C(\NC(C)=O)C(=O)Nc2cccc(O)c2)ccc1OC(C)=O,25%,-8%,0%
C=CCn1c(C(CCCC)CC(O)COCC(C)C)n[nH]c1=S (centres undefined),-13%,-9%,?
COc1ccc(CNC(=O)CN(c2ccc(C(C)C)cc2)S(=O)(=O)c2c(C)noc2C)cc1,?,-3%,?
CCCn1nnnc1NCc1ccccc1C,9%,-2%,2%
Cc1nn(CC(=O)NCC(C)c2ccccc2)c(=O)c2cc3ccccc3n12 (centres undefined),-23%,-2%,-28%
COc1cnc(-c2ccccn2)nc1Sc1c(Cl)cccc1Cl,0.65µM*,-1%,0.92µM*
COc1ccc(NC(=O)c2c(C)oc3ccc(O)c(CN4CCN(Cc5ccccc5)CC4)c23)cc1,21µM*,1%,12µM*
O=C(Nc1ccc(C2SCCS2)cc1)c1ccccc1,-6%,-2%,-21%
O=C(c1ccc(Cl)c(Cl)c1)N1CCC(=O)N(C(CO)Cc2ccccc2)CC1 (centres undefined),?,/,-26%

# Complete entries from above. Order of values: DT40 TDP1 CPT | KAT2A inh | TDP1 cell noCPT
# `COc1ccc(NC(=O)C2CCCN(c3ncnc4onc(-c5ccc(F)cc5)c34)C2)cc1` (centres undefined) in the list: ? | -16% | ?
# `COc1ccc(/C=C(/NC(=O)c2ccco2)C(=O)N2CCCCC2)cc1` in the list: -6% | -21% | 6%

# Additional results follow.
SMILES,DT40 TDP1 CPT,KAT2A inh,TDP1 cell noCPT
Fc1ccc2nc3[nH]c4ccccc4c3nc2c1,?,0%,?
O=C(Oc1ccccc1)c1cc(O)c(O)c(O)c1,21µM*,/,23µM*
O=S1(=O)C=C(Sc2nc3cc(Cl)ccc3o2)c2ccccc21,0.58µM*,-9%,0.46µM*
CN(C)S(=O)(=O)c1ccc(N2CCCC2)c(C(=O)NC(c2ccccc2)c2ccccc2)c1,?,-2%,?
Cc1ccc(O)c(Nc2nc3ccccc3c3nncn23)c1,?,-2%,9.2µM*
COc1ccc(N2C(=O)CCC(C(=O)N3CCOCC3)C2c2ccc(F)cc2)cc1 (centres undefined),-2%,-5%,6%
O=S1(=O)C[C@@H](N2CCOCC2)[C@H](N2CCOCC2)C1,2%,-10%,-7%
C/C(=N\NC(=O)c1cccc(O)c1)c1cccc(NC(=O)c2ccc(F)cc2)c1,10µM*,-23%,?
O=C(O)c1cc2c(ncc3c(=O)n(-c4ccccc4)[nH]c32)s1,?,/,-4%
Cc1occc(=O)c1OCc1c(Cl)cccc1Cl,-18%,4%,12%
O=C(O)c1cc(-c2ccc(Br)s2)nc2ccccc12,-13%,?,12%
COc1cc(NC(=O)c2cccs2)c(OC)cc1NC(=O)CCC(=O)Nc1ccc(C)cc1,-32%,-3%,-25%
Cc1cccc(C)c1NC(=O)CN(C)C(=O)Cn1c(=O)cnc2ccccc21,-23%,0%,13%
Cc1nnc(SCC(=O)N2CCOCC2)[nH]c1=O,24%,-11%,1%
N#C/C(=C\c1cn(-c2ccccc2)nc1-c1cc2ccccc2o1)c1nc2ccccc2[nH]1,?,1%,?
Cn1nnnc1SCc1ccccc1[N+](=O)[O-],-8%,-4%,0%
CC(=O)N1CCC2(CCN(Cc3ccncc3)CC2)CC1,17%,-9%,-4%
CCOC(=O)CN(C(=O)Cn1nnc(-c2ccc(OC)cc2)n1)C(C(=O)NC1CCCC1)c1ccc(F)cc1 (centres undefined),?,1%,-29%
Cc1ccc(NC(=O)c2ccc3c(=O)n4nc(Nc5ccccc5C)sc4nc3c2)cc1C,2.9µM*,1%,5.8µM*
COc1ccc(-c2csc(CCN3N=C(C)CC3=O)n2)cc1,?,-4%,?
COc1cccc(C(=O)CN2C3=NCCCN3c3ccccc32)c1,21µM*,-2%,21µM*
CC(C)CN(C(=O)COC(=O)c1ccccc1SCC(=O)N1CCCC1)C1CCS(=O)(=O)C1 (centres undefined),-11%,/,0%
CCOC(=O)c1[nH]c(C)c(C(=O)NCc2cccnc2)c1C,-2%,0%,-4%
C/C(Cc1ccccc1)=N\NC(=O)CNC(=O)c1ccccc1F,?,-6%,2%
Cc1cccc(COCC(CC(C)C)N2CCN(C(=O)c3ccc(C(F)(F)F)cc3)CCC2=O)c1 (centres undefined),23µM*,-6%,?
Cc1cccc2cncc(OCc3nnc(SC(F)F)n3C)c12,0%,-1%,-27%
Cn1cc(SCC(=O)N2CCOCC2)c2ccccc21,15%,-4%,-9%
CN(C(=O)c1cccc(NC(=O)Cc2cccc(NC(=O)C3CCN(C(=O)C4CCCC4)CC3)c2)c1)C1CC1,-20%,/,-28%
COc1cc(C(=O)NNC(=S)NC(=O)c2ccc(Cl)cc2)cc(OC)c1OC,?,-3%,23µM*
Cc1ccc(NCC(=O)Nc2cccc(S(=O)(=O)N(C)C)c2)cc1S(=O)(=O)N1CCCCCC1,8.2µM*,-7%,7.3µM*
CCC(C)(C)NC(=O)C(c1cccs1)N(C(=O)c1ccn[nH]1)c1cccc(OC)c1 (centres undefined),-8%,-3%,5%
COc1ccc(C)c2sc(N(CCCN(C)C)C(=O)CS(=O)(=O)c3ccc(F)cc3)nc12,-50%,3%,-19%
Cc1ccccc1-c1nc(NCc2cccs2)c2ccccc2n1,?,-24%,?
C[C@H](CO)N1C[C@H](C)[C@@H](CN(C)C(=O)CCCN(C)C)OCc2cn(nn2)CCCC1=O,7%,/,-4%
Cc1csc(CN(C)C(=O)CC2C(=O)NCCN2CC(C)(C)C)n1 (centres undefined),-16%,4%,11%
Cn1c(=S)oc2ccccc21,24%,-5%,-5%
O=C(NCCc1ccccc1)c1c[nH]c2c(F)cccc2c1=O,3%,1%,-11%
O=C(OCC(=O)N1CCCC1=O)c1nc(Cl)c(Cl)c(Cl)c1Cl,-6%,-9%,3%
O=C(Nc1ccc(F)cc1)c1ncn(-c2ccccc2)n1,-4%,0%,-12%
N=c1ccn(O)cc1CCc1ccccc1,11%,/,-17%

# Taken from above:
# Cn1cc(SCC(=O)N2CCOCC2)c2ccccc21 @ DT40 TDP1 CPT = 15%
# COc1ccc(C)c2sc(N(CCCN(C)C)C(=O)CS(=O)(=O)c3ccc(F)cc3)nc12 @ TDP1 cell noCPT = -19%
# O=C(NCCc1ccccc1)c1c[nH]c2c(F)cccc2c1=O @ KAT2A inh = 1%
# CC(C)CN(C(=O)COC(=O)c1ccccc1SCC(=O)N1CCCC1)C1CCS(=O)(=O)C1 (centres undefined) @ TDP1 cell noCPT = 0%
# CN(C(=O)c1cccc(NC(=O)Cc2cccc(NC(=O)C3CCN(C(=O)C4CCCC4)CC3)c2)c1)C1CC1 @ TDP1 cell noCPT = -28%

# For reference, some entries already given.
SMILES,DT40 TDP1 CPT,KAT2A inh,TDP1 cell noCPT
COc1cccc(C(=O)CN2C3=NCCCN3c3ccccc32)c1,21µM*,-2%,21µM*
CC(C)CN(C(=O)COC(=O)c1ccccc1SCC(=O)N1CCCC1)C1CCS(=O)(=O)C1 (centres undefined),-11%,/,0%
CCOC(=O)c1[nH]c(C)c(C(=O)NCc2cccnc2)c1C,-2%,0%,-4%

# New compounds follow:
SMILES,DT40 TDP1 CPT,KAT2A inh,TDP1 cell noCPT
CN(C)S(=O)(=O)N(Cc1ccc(Br)cc1)c1ccccc1,-19%,-10%,-24%
COc1cc(/C=C/c2cccc[n+]2C)ccc1OCC(=O)Nc1cccc(Cl)c1,-18%,-7%,18µM*
Cc1ccc2c(c1)C1CN(C)CCC1N2C(=O)COc1ccccc1F (centres undefined),5%,-13%,-21%
COc1cc(NC(=S)NNC(=O)CC(C)C)c(OC)cc1Cl,-19%,3%,?
CN1CCN(CC(C)(C)NS(=O)(=O)c2ccccc2)CC1,0%,1%,-14%
CCCCSCCCNC(=O)c1cn(CC)c2ccc(S(=O)(=O)N3CCOCC3)cc2c1=O,?,-6%&-10%,?
CCOC(=O)C1=C(COC(=O)CCNS(=O)(=O)c2ccc(C)c(C)c2)NC(=O)NC1C (centres undefined),-10%,2%,-4%
Cc1cc(C)cc(CC(=O)N2CCC2(C)C(=O)NS(=O)(=O)c2cccc(F)c2)c1 (centres undefined),-7%,/,-13%
Cc1cccc(N2CCN(C(=O)c3ccc4c(c3)N(Cc3cccc(Cl)c3)C(=O)c3ccccc3S4=O)CC2C)c1 (centres undefined),5.8µM*,1%,6.5µM*
CN(C)CC(=O)Nc1ccc(S(N)(=O)=O)cc1,-9%,-2%,-4%
O=c1[nH]c(CSc2nc(-c3ccccc3)cs2)nc2ccccc12,?,0%,?
COc1cc(C)c(CN2C[C@H](Sc3nc4ccccc4[nH]3)C[C@H]2C(=O)N(C)C)cc1C,-12%,/,-30%

# Only part of the results is shown. The share of hits here may be higher or lower than overall.
